# Hep lipid drop: hepatic lipid droplet formation modulation. AML12 mouse hepatocytes, oleate lipid droplets, BODIPY imaging. inhibition, % at 6.5 µM. 240,000 tested, 0.4% active. AID 1656;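 active means lipid droplet intensity inhibited by at least 50%, with more than 500 cells counted; inconclusive means wells with under 300 cells, treated as cytotoxic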
#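 System: AML12 hepatocytes (mouse). Probe or stimulus: oleic acid at 100 µM to induce lipid droplet formation. Times: overnight treatment with compound plus oleate. Detection: Image-based BODIPY and DAPI two-channel analysis. Evaluation: percent inhibition of filter-corrected integrated lipid droplet intensity per well.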
# AID2073: disruptors of CaV2.2 binding to Mint1 – biochemical, HTRF (AID 2073); HTRF protein-protein interaction, Mint1-CaV2.2; higher % means a stronger effect; inhibition, % at 20 µM; hits with a dose series show IC50 in µM; 290,000 tested, 0.19% active; in the data active means inhibition mostly above about 51%, no sharp cut-off; inconclusive means no clear call, values can overlap the other calls; inactive means mostly below about 53%; further: some results filed as inactive read as strong as hits
# XIAP displacement: small molecules displacing peptide from XIAP – biochemical, IAP family, fluorescence polarization (AID 1018). displacement, % at 20 µM, or IC50 in µM where a hit was titrated. 200,000 tested, 0.007% active. XIAP BIR domain, fluorescence polarization peptide displacement; higher % means a stronger effect; in the data active means displacement above about 50%; further: a part of the inactive calls stands beside numbers as strong as those of hits
# HEK293 NOD2/NF-kB: NOD2 signaling inhibitors, cell-based, luminescence, uHTS, HEK293 (AID 1566) | 290,000 tested, 0.63% active | one-dose inhibition, % at 4 µM; EC50 in µM for titrated hits | HEK293 NOD2/NF-kB luciferase reporter, luminescence; higher % means a stronger effect; further: many of its hits are not listed in these tables
# Siah-1 displacement: blockers of Siah-1 interaction with plectin peptide – biochemical, fluorescence polarization, rhodamine-plectin, uHTS, primary screen (AID 1817). displacement, % at 20 µM, or IC50 in µM where a hit was titrated. 290,000 tested, 0.02% active. Siah-1 / rhodamine-plectin peptide fluorescence polarization; higher % means a stronger effect;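 active means displacement of at least 50% at 20 µM, with a fluorescence ratio check between 0.3 and a set limit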;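 further: plate controls were Siah plus tracer with DMSO for no effect and tracer alone without Siah for full effect; strong numbers were not always called active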
# CSM14.1 death rescue: protection against thapsigargin-triggered cell killing – 384-well, CSM14.1, ATP luminescence, primary screen (AID 1222); CSM14.1 thapsigargin-induced death rescue, ATP luminescence; higher % means a stronger effect; cellular ATP content (survival), % at 20 µM, or EC50 in µM where a hit was titrated; 190,000 tested, under 10 active;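 active means EC50 below 50 µM in the dose-response confirmation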;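 further: death triggered by thapsigargin at about 15 µM added after 2 h compound pretreatment; cell ATP read after overnight thapsigargin exposure of roughly 18 to 22 hours; normalized against plate controls of thapsigargin alone and 5% DMSO vehicle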
# LYP phosphatase: PTPN22 lymphoid phosphatase activity blockers – biochemical, fluorescence intensity, uHTS (AID 1779); inhibition, % at 11.5 µM; hits with a dose series show IC50 in µM; recombinant LYP phosphatase, fluorescence intensity; higher % means a stronger effect; 290,000 tested, 0.054% active;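 further: plate controls were vehicle with enzyme for no effect and no enzyme for full effect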
# P. falciparum M1AAP: malaria alanyl aminopeptidase activity blockers – biochemical, fluorogenic H-Leu-NHMec substrate, 1536-well (AID 1445) | recombinant M1AAP, H-Leu-NHMec fluorogenic kinetic assay; higher % means a stronger effect | one-dose inhibition, % at 30 µM; IC50 in µM for titrated hits | 220,000 tested, 0.42% active;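 active means primary inhibition above the hit cutoff, then over 50% inhibition at one or more dose response concentrations, cut at about 23% in these data, passing the limit was not always enough; inconclusive means conflicting primary data, or primary hits not chosen for dose response; inactive means low primary inhibition, or under 50% at every dose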;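 further: plate controls were DMSO full reaction for no effect and no enzyme background for full effect; strong numbers were not always called active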
# M17LAP inhibition: P. falciparum M17LAP inhibitors, primary screen, biochemical, fluorogenic H-Leu-NHMec substrate, 1536-well (AID 1619); 220,000 tested, 0.38% active; inhibition, % at 30 µM; hits with a dose series show IC50 in µM; recombinant M17LAP, H-Leu-NHMec fluorogenic kinetic assay; higher % means a stronger effect;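 active means compound inhibiting the enzyme by more than half at any dose during confirmatory dose-response retesting; inconclusive means strong single-dose inhibitors picked by rank but not retested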;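 further: plate controls were full reaction with DMSO carrier for no effect and no enzyme background for full effect; strong numbers were not always called active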
# Hep lipid drop cells 6.5 µM: recorded beside Hep lipid drop, whose call it bears; cell count; measured here: cell count, cytotoxicity flag;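 cells counted across two imaged fields per well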
# Active calls of the source: *; u = inconclusive; x = not tested or not shown. Unless noted, no stated cut-off is given here; in the data, active means inhibition above about 50%; inactive means the rest.
# Order of values – Hep lipid drop	Hep lipid drop cells 6.5 µM	AID2073	XIAP displacement	HEK293 NOD2/NF-kB	Siah-1 displacement	CSM14.1 death rescue	LYP phosphatase	P. falciparum M1AAP	M17LAP inhibition
> CCOc1cc(/C=C(\C#N)C(N)=O)ccc1OS(=O)(=O)c1ccccc1
 : -24	618	8%	-7.2%	21%	-1%	-2.0%	4%	5%	9%
> O=C1Nc2cc(Cl)c(Cl)cc2N(O)N1c1cccc(Cl)c1
 : x	x	-8%	-1.8%	8%	6%	-0.8%	-8%	0%	13%
> COc1ccc(N2CCN(C(c3nnnn3CCc3ccccc3)C(C)C)CC2)cc1 (stereo not drawn)
 : x	x	-3%	-8.2%	2%	2%	-0.3%	-3%	3%	-6%
> C/C(=N\NC(=O)CSc1nc2ccccc2s1)c1ccco1
 : -4	545	-6%	-2.0%	11%	0%	-2.6%	-6%	5%	12%
> O=C(CNC(=O)c1ccccc1Cl)N/N=C/c1ccc([N+](=O)[O-])s1
 : -12	573	-6%	-1.9%	12%	2%	1.1%	-7%	20%	17%
> Cc1cc(=O)n2nc(N3CCCC3C(=O)Nc3ccc(C(C)C)cc3)sc2n1 (stereo not drawn)
 : -18	766	10%	x	-8%	-2%	x	0%	x	x
> O=C(CN1C(=O)CCS(=O)(=O)c2ccccc21)NCc1ccccc1
 : 4	747	0%	-7.9%	10%	1%	-2.1%	-6%	10%	19%
> O=C(N/N=C/C=C/c1ccccc1)NC1CCCCC1
 : -10	670	-11%	-4.4%	6%	1%	-0.8%	14%	7%	-4%
> Cc1cccc(C)c1OCC(=O)Nc1ccc(N2CCOCC2)cc1
 : -23	685	-20%	-3.5%	1%	0%	0.4%	-14%	5%	6%
> Cc1cc([N+](=O)[O-])ccc1NCc1ccccc1
 : x	x	-7%	-1.4%	-2%	1%	-0.6%	1%	6%	14%
> Cc1cc(C)cc(OCC(=O)NNC(=O)CN2C(=O)c3ccccc3C2=O)c1
 : 0	655	-1%	-3.5%	6%	-2%	-3.4%	-12%	-4%	-4%
> COc1ccc(NC(=O)/C(C#N)=C/c2c(C)nn(-c3ccc(F)cc3)c2Cl)cc1OC
 : 7	555	18%	-4.1%	-14%	-8%	1.4%	-3%	2%	-6%
> O=C(CNC(=O)Cc1ccccc1)N=Nc1c(O)n(Cc2ccc3c(c2)OCO3)c2ccccc12
 : -13	482	1%	-3.2%	-15%	8%	2.3%	6%	10%	-1%
> O=C(NCCN1CCNC1=O)C1CCC(=O)N(CCc2ccccc2)C1 (stereo not drawn)
 : 2	832	-4%	x	2%	11%	x	-12%	x	x
> CCOC(=O)CCCCC(=O)c1[nH]c(=O)[nH]c1CSc1nc(C)cc(C)n1
 : x	x	-28%	-0.9%	-3%	1%	1.5%	-5%	0%	-7%
> Cc1cccc(-c2nc(CSCC(=O)N3CCN(Cc4ccc5c(c4)OCO5)CC3)c(C)o2)c1
 : -34	631	-8%	-4.3%	17%	3%	-2.1%	1%	10%	17%
> O=C(c1cn(-c2ccc(Cl)c(Cl)c2)nn1)C1CC1
 : x	x	6%	-4.6%	-3%	-2%	-0.5%	-8%	-8%	2%
> CCOC(=O)CNC(=O)c1cn(CC)c(=O)c2cc(OC)c(OC)cc12
 : 0	669	3%	-3.7%	0%	0%	x	3%	2%	-2%
> Clc1cccc(Oc2cnc3ccccc3n2)c1
 : x	x	-6%	-2.8%	6%	0%	0.2%	-6%	2%	9%
> N#Cc1c2n(c3c(=O)[nH]cnc13)CCCC2
 : x	x	2%	-0.9%	-3%	1%	-0.8%	-6%	1%	-3%
> O=C(COc1ccc([N+](=O)[O-])cc1)Nc1ccc2c(c1)nc1n2CCOC1
 : -5	696	4%	x	8%	1%	x	-10%	x	x
> CCOC(=O)c1ccc(N2C(=O)CC(Sc3nnc(C)s3)C2=O)cc1 (stereo not drawn)
 : x	x	-2%	-2.8%	6%	0%	0.4%	1%	-7%	0%
> Cc1ccnc(NS(=O)(=O)c2ccc(NS(=O)(=O)c3ccc([N+](=O)[O-])cc3)cc2)n1
 : -12	769	2%	x	2%	-1%	x	-5%	x	x
> COC(=O)C12CCC3(SCCS3)C(C(=O)OC)(CCC13SCCS3)C2
 : -4	688	-10%	-3.0%	15%	6%	-0.9%	2%	7%	17%
> Cc1ccc(S(=O)(=O)N2CCC(C(=O)NCCN3CCCCCC3)CC2)cc1
 : -11	618	5%	-7.9%	4%	0%	-1.0%	-14%	4%	1%
> CC(C)C[C@H](NC(=O)c1nc[nH]c1C(=O)NCC(=O)OCc1ccccc1)C(=O)OCc1ccccc1
 : 0	818	11%	x	9%	-3%	x	-3%	x	x
> NC(=O)[C@@H]1CCCN1Cc1c(C(=O)N2CCN(C3CCCCC3)CC2)nc2ccccn12
 : -4	658	-2%	x	-6%	1%	x	-8%	x	x
> O=C(Nc1ccncc1)c1ccc(C(=O)Nc2ccncc2)cc1
 : -14	619	-2%	-0.9%	15%	0%	-0.7%	0%	1%	-21%
> Cc1ccccc1CC1(CO)CCCN(C(=O)c2ccc3ncccc3c2)C1 (stereo not drawn)
 : 0	712	12%	-2.7%	14%	0%	2.4%	-6%	10%	1%
> O=C(NCC1CCCO1)c1ccc(CS(=O)(=O)c2c(Cl)cccc2Cl)o1 (stereo not drawn)
 : x	x	0%	-1.6%	14%	-1%	-0.2%	-6%	5%	10%
> O=C(Nn1cnnc1)c1ccc(Cl)cc1
 : -7	787	8%	x	4%	1%	x	0%	x	x
> Cc1ccc(C(=O)NCCNC(=O)c2cnccn2)cc1
 : 0	779	-1%	x	-34%	3%	x	2%	x	x
> N#CC1=C(N)Oc2c(ccc3cccnc23)C1c1ccncc1 (stereo not drawn)
 : -10	638	8%	x	5%	-6%	x	0%	1%	2%
> C/C(=N\NC(=O)c1c([N+](=O)[O-])c(C)nn1C)c1ccc(NC(=O)C2CCCC2)cc1
 : -179	314	8%	x	-5%	4%	x	-9%	x	x
> O=C(c1ccco1)c1cc2c(ccc3ccccc32)oc1=O
 : x	x	3%	-7.8%	12%	-4%	-1.2%	-10%	7%	-2%
> CCOc1cc(C)c(S(=O)(=O)N2CCCC2)cc1C
 : -40	655	7%	-18%	-1%	-1%	-3.0%	-1%	4%	-9%
> COc1ccc(Cl)cc1NC(=O)CSc1nnc(COc2ccccc2)n1C
 : -17	782	-2%	-7.7%	14%	-1%	1.5%	-6%	2%	-3%
> CSCC(CO)NS(=O)(=O)c1ccc(C)cc1 (stereo not drawn)
 : 6	746	-6%	x	15%	1%	x	-7%	-3%	-7%
> COc1ccc(S(=O)(=O)N(C)CC(=O)NCc2ccco2)cc1OC
 : -4	798	0%	x	12%	-7%	x	-5%	x	x
> Cc1ccc2cc(CCNC(=O)c3cccs3)c(=O)[nH]c2c1C
 : 16	802	6%	-3.4%	-98%	-3%	-5.1%	-1%	5%	-4%
> COc1ccc(CN(C(=O)c2cc3ccccc3oc2=O)C2CCS(=O)(=O)C2)cc1 (stereo not drawn)
 : 14	632	-1%	x	-2%	-4%	x	-4%	4%	6%
> CCC(=O)Oc1ccc(C(=O)Nc2cccc(C(=O)NCC(C)C)c2)cc1
 : 36	735	8%	-2.6%	15%	15%	3.4%	-10%	-8%	1%
> CC(=O)n1c(C=Nc2ccc(Cl)cc2)c(O)c2ccccc21
 : 16	708	6%	x	-16%	2%	x	0%	9%	-5%
> O=C(c1ccccc1)c1ccc(OCC(O)CNC2CCCc3ccccc32)cc1 (stereo not drawn)
 : 25	612	4%	-3.8%	-2%	1%	-5.6%	-2%	1%	-5%
> CCCSC(=S)NC1CCS(=O)(=O)C1 (stereo not drawn)
 : x	x	16%	-3.7%	3%	0%	-4.2%	10%	-3%	-1%
> CCC(C)(C)C1CCC(=NNc2nc3ccccc3[nH]2)CC1 (stereo not drawn)
 : 8	672	-20%	-6.8%	3%	-12%	-5.3%	-1%	11%	-5%
> Cc1ccc(C2NC(c3ccc(C)cc3)C(C)C(=NO)C2C)cc1 (stereo not drawn)
 : x	x	6%	0.5%	-4%	1%	-2.0%	10%	1%	13%
> Cc1ccc(-n2ncc3c(NCc4ccc5c(c4)OCO5)ncnc32)c(C)c1
 : 15	701	5%	-5.3%	-18%	24%	-1.4%	-4%	1%	-9%
> Cc1cc(C)cc(NC(=O)c2ccc(NC(=O)C3C4CC5OC(=O)C3C5C4)cc2)c1 (stereo not drawn)
 : x	x	5%	-3.7%	4%	18%	-1.5%	-6%	9%	2%
> Cc1ccc(C2C(C#N)=C(N)Oc3n[nH]c(-c4cccs4)c32)s1 (stereo not drawn)
 : x	x	-12%	-4.4%	14%	6%	-0.9%	-4%	16%	43%
> CCCCCC(=O)NN1C(=S)N(c2ccc(OC)cc2)C(=O)C1CC(=O)Nc1ccccc1 (stereo not drawn)
 : 1	678	-3%	x	5%	9%	x	-5%	0%	2%
> CCc1c(C)nc(N)n2c(SCC(=O)N3CCCc4ccccc43)nnc12
 : -2	685	u	-3.6%	7%	13%	-1.6%	-3%	-5%	14%
> c1ccc(CN2CCN(c3ncccn3)CC2)cc1
 : 8	800	-1%	x	7%	6%	x	-3%	x	x
> Cc1ccccc1C(=O)N1CCN(c2ccc(NC(=O)c3cccnc3)cc2)CC1
 : 18	749	2%	-4.8%	15%	-1%	-0.9%	-5%	1%	3%
> Nc1nc(NS(=O)(=O)c2ccc(Cl)cc2)nn1-c1ccccc1
 : -19	693	34%	x	5%	-2%	x	3%	3%	-1%
> CCOC(=O)N1CCN(C(=O)c2oc3ccc(S(=O)(=O)N4CCCCCC4)cc3c2C)CC1
 : -8	609	10%	-3.8%	30%	4%	0.8%	-2%	5%	0%
> COc1ccccc1N1CCN(C(=O)C(=O)c2c(C)[nH]c3ccccc23)CC1
 : 4	670	6%	x	12%	4%	x	-4%	x	x
> CC(C)CCOc1ccc(C(=O)N2CCCC2C(=O)O)cc1 (stereo not drawn)
 : -9	632	-2%	-4.3%	12%	14%	-0.3%	-10%	-1%	3%
> N=c1c2c(-c3ccccc3)c(-c3ccccc3)oc2ncn1Cc1ccco1
 : x	x	2%	-3.0%	3%	1%	-2.0%	0%	-1%	-13%
> Cc1cc2c(cc1[N+](=O)[O-])NC(CNC(C)C)CC2 (stereo not drawn)
 : 3	421	6%	x	13%	-2%	x	-4%	-1%	2%
> COc1cccc(OCC(=O)N(Cc2nc(-c3ccc(Cl)cc3)no2)C(C)C)c1
 : x	x	4%	-3.8%	-1%	-4%	1.7%	-2%	-2%	-2%

# Screening results: PubChem, several laboratories

# These rows are one share of the data (hit frequency here may not be typical).
